# HTR5A ag ctr = HTR5A agonism, opioid heterodimer counter-screen. P47898. HTR5A agonist assay, luminescence, cell-based. activation, % at 9.3 µM. 0.61% of 340,000 active; in the data active = activation mostly above about 9.5%, no sharp cut-off; inactive = mostly below about 7.6%;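 also: 0% = cells with vehicle only and 100% = reference agonist; strong numbers were not always called active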
# RTF Ca sens inh = cardiac RTF calcium desensitization | P19429+P45379 | IANBD-labeled cardiac RTF, Ca2+ fluorescence | inhibition, % at 7.15 µM | 0.12% of 340,000 active;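 active = inhibition above the mean inhibition of all tested compounds plus 3 SD, cut at about 17% in these data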;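 also: assay run at fixed EC70 calcium of 1.6 mM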
# OPRM1-OPRD1 ag = agonists of human mu-delta opioid receptor heterodimerization. 0.3% of 340,000 active. P35372+P41143. AID 504326. cells, OPRM1-OPRD1 heterodimerization, luminescence. activation, % at 9.3 µM; in the data active = activation above about 18%;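 also: 0% = vehicle-treated cells and 100% = reference agonist; values of inactives mirror those of a sister screen read the other way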
# Target sequence (P35372 whole entry, looked up): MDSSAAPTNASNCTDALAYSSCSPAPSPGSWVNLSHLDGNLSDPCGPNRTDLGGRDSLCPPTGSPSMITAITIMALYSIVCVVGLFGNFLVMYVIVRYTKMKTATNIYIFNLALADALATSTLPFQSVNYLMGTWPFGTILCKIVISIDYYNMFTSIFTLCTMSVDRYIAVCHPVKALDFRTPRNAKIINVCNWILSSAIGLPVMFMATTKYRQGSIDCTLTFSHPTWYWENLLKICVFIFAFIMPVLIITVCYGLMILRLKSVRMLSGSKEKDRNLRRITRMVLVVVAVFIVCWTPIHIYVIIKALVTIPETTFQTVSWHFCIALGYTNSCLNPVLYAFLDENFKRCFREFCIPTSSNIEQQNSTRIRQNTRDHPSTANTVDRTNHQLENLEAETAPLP
# Target sequence (P41143 whole entry, looked up): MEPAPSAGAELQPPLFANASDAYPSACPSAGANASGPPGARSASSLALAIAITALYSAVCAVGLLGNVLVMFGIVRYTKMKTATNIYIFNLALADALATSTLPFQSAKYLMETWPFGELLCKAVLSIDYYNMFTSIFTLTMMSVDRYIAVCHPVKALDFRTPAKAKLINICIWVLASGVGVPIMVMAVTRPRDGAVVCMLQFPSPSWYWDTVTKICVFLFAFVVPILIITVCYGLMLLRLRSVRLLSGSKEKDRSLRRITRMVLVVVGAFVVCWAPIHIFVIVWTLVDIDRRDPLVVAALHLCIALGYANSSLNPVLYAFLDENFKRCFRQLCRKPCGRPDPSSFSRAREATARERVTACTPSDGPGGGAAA
# LANA DNA inh = blocks KSHV LANA C-terminal domain binding to DNA; MBP-C-LANA/FAM-LBS DNA binding, fluorescence polarization; inhibition, % at 9 µM; 0.078% of 340,000 active;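 active = highest replicate inhibition at or above 60% at 9 µM, even if other replicates fall short; inactive = all replicates below 60% inhibition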;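 also: 0% = neutral control wells and 100% = 4 µM acridine orange control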
# Keap1-Nrf2 PPI = inhibitors of human Keap1-Nrf2 protein-protein interaction; 0.15% of 340,000 active; Keap1 Kelch-Nrf2 peptide fluorescence polarization, 1536-well; inhibition, % at 9.4 µM; in the data active = inhibition above about 12%;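 also: human Keap1 Kelch domain with fluorescein labeled Nrf2 9mer peptide probe; 0% = neutral control wells and 100% = peptide positive control; higher means more block of Keap1 binding to Nrf2 peptide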
# OPRM1-OPRD1 inv = inverse agonists of human mu-delta opioid receptor heterodimerization; P35372+P41143; cell-based MOR-DOR heterodimer luminescence, inverse agonism; inhibition, % at 9.3 µM; 0.21% of 340,000 active; AID 504357; in the data active = inhibition above about 22%, passing the limit was not always enough;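 also: 0% = cells with DMSO and 100% = wells without cells with DMSO; values of inactives mirror those of a sister screen read the other way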
# HTR5A inv ctr = counter-screen for OPRM1-OPRD1 inverse agonists: human HTR5A inverse agonism | P47898 | HTR5A cell line, luminescence | inhibition, % at 9.3 µM | 0.083% of 340,000 active | AID 504634; in the data active = inhibition mostly above about 23%, no sharp cut-off; inactive = mostly below about 18%;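 also: 0% = cells with DMSO and 100% = no-cell wells with DMSO; some compounds called inactive have numbers as strong as hits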
# V-ATPase pH = regulators of yeast V-ATPase proton transport | S. cerevisiae, pHLuorin cytosolic pH fluorescence | response, % at 10 µM | 0.37% of 350,000 active | AID 504577; in the data active = response mostly above about 7.3%, no sharp cut-off; inactive = mostly below about 5.4%; also: actives read high; inactives centre near 0; some compounds called inactive have numbers as strong as hits; reference of the scale not given here
# CAL-PDZ inh HTS = blocks peptide binding to the human CAL PDZ domain; inhibition, % at 24.9 µM; purified CAL PDZ, TMR-peptide fluorescence polarization, 1 h; Q9HD26; 0.92% of 300,000 active;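 active = mean inhibition of at least 30% with at least half of replicates also reaching 30%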;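 also: 0% = DMSO neutral control and 100% = excess unlabeled competitor peptide PRC23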
# RTF Ca sens act = increases calcium sensitivity of human cardiac regulated thin filaments. P19429+P45379. IANBD-labeled TnC RTF fluorescence at EC20 calcium; 0% EC20 calcium, 100% full calcium. activation, % at 7.2 µM. 0.24% of 340,000 active. AID 493008;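 active = activation above the mean over all tested compounds plus 3 SD, cut at about 30% in these data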;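 also: rise in fluorescence read as greater calcium sensitivity of cardiac thin filaments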
# * = called active by the depositor; · = no result given.
SMILES,HTR5A ag ctr,RTF Ca sens inh,OPRM1-OPRD1 ag,LANA DNA inh,Keap1-Nrf2 PPI,OPRM1-OPRD1 inv,HTR5A inv ctr,V-ATPase pH,CAL-PDZ inh HTS,RTF Ca sens act
CCC(=O)Nc1ccc(C(=O)COC(=O)C(CCSC)NC(=O)COc2ccccc2)cc1 (stereo unspecified),-1,-11,-0.4,-1.2,2,3,-12,-6,-2,-4
O=c1[nH]c2ccccc2nc1C(F)(F)C(F)F,-1,-4,-2.1,0.2,-3,11,4,1,-4,-7
Cc1noc(C)c1C(=O)Nc1ccc(N(C)C)cc1,2,3,7.0,-0.1,-5,-36,-21,4,-5,0
CCSc1nnc(NC(=O)CSc2nnc(CNC(=O)c3ccc(OC)c(OC)c3)o2)s1,3,8,1.3,0.6,-3,-6,4,5,-2,1
O=C1OCCN1CCN(CN1C(=O)CCC1=O)CN1C(=O)CCC1=O,2,4,-2.8,0.0,-8,15,0,1,1,2
Cn1cc(CCC(=O)NC2CC(C)(C)Cc3c2cnn3-c2ccc(F)cc2)cn1 (stereo unspecified),4,0,-0.5,0.7,-3,3,-1,-1,1,-5
Cc1cccc2cc(C#N)c(SCc3nnc(-c4ccccc4[N+](=O)[O-])o3)nc12,-2,-5,-1.9,0.1,0,9,19,4,-3,9
COc1ccc(/C=C/C(=O)OCC(=O)NCc2ccccc2Cl)cc1OC,0,-9,-2.6,-1.0,-8,13,-1,1,-4,-1
Cc1cc(NC(=O)c2sc3ccccc3c2O)no1,-1,-6,2.2,0.2,-3,-12,10,-2,-4,1
O=C1OCCC1(c1ccccc1)c1ccccc1,4,-5,-1.3,-0.2,3,8,15,-1,·,1
OCCNc1ncnc2ccc(Br)cc12,1,-9,-2.9,-1.5,-2,16,-4,-8,-8,-3
CCCNC(=O)c1nc(C)c(C)nc1C(=O)Nc1cccc(Cl)c1,1,-2,-3.4,-0.7,0,18,4,4,1,-2
O=C(Nc1ccc(F)cc1F)NC1CCN(S(=O)(=O)c2ccc(F)cc2)CC1,0,2,-0.5,-1.4,-4,2,-4,2,6,4
CC1(c2nnc(Cc3ccccc3)o2)CC(c2ccc(Br)cc2)=NO1 (stereo unspecified),0,-14,4.5,-0.7,-7,-24,0,0,-2,5
Cc1cc(C(=O)N2CCOCC2)c(C)o1,-1,-3,-1.3,0.8,5,6,3,-5,-6,1
COc1ccccc1NC(=S)N(Cc1ccco1)Cc1cc2cc(C)cc(C)c2[nH]c1=O,8,4,-3.1,-1.2,0,16,-4,1,2,2
COc1ccccc1C(=O)Nc1cccc(S(=O)(=O)N2CCCC2)c1,0,0,-0.8,-0.9,-2,4,-1,1,-4,4
CC(=O)NCCNc1ccc([N+](=O)[O-])cc1C#N,-3,0,-2.0,2.0,1,10,8,1,-1,-2
CCN1CCc2nc3ccccc3c(C(=O)Nc3ccc(NC(C)=O)cc3)c2C1,5,-3,-3.3,-2.2,-1,18,-11,1,1,-2
CC(=O)c1cnc(N2CCCCC2)nc1C,1,-7,-0.2,2.0,-4,1,12,3,0,2
CC(C)OCCCn1c(=O)c2ccccc2n2c(CCC(=O)NCc3ccccn3)nnc12,2,-1,-0.2,1.8,0,1,-44,1,-6,-4
Cc1nn(-c2ccccc2)c(Cl)c1C(=O)N1CCN(C)CC1,5,-4,-2.2,0.2,0,12,-13,0,·,-1
O=C(N/N=C/c1ccc(Cl)c([N+](=O)[O-])c1)c1ccc2nc[nH]c2c1,-3,-2,0.5,-2.1,1,-3,9,2,·,0
N#CCC1c2ccccc2CCN1C(=O)Nc1ccc(C(F)(F)F)cc1 (stereo unspecified),6,-3,1.9,-0.8,1,-10,14,3,·,-1
CN1CCSc2ccc(C(=O)NCc3cccc(F)c3)cc21,2,-6,0.7,-1.3,-4,-4,-5,0,2,-1
O=C(CN(C(=O)C1CSC(=O)C1)c1ccccc1F)NCc1ccc2c(c1)OCO2 (stereo unspecified),3,4,-3.0,1.9,-1,15,-29,3,·,-5
O=C(CNC(=O)c1ccccc1)OCc1cc(=O)n2cc(Br)ccc2n1,-1,5,-2.3,-0.5,-1,14,1,2,-4,-5
CCCCC(=O)OCC(=O)c1cc(C)n(-c2c(C)n(C)n(-c3ccccc3)c2=O)c1C,-4,-3,0.7,1.8,-4,-4,13,8,4,10
c1ccc(NC(=NCc2ccco2)c2ccccc2)cc1,-4,-2,-1.8,1.5,3,8,8,2,-2,1
CC(OC(=O)c1ccccc1CCc1ccccc1)C(N)=O (stereo unspecified),3,3,-0.8,-3.0,-2,4,-11,1,-5,-13
C=CCOc1c(Br)cc(CNc2ccc(NC(=O)C(C)C)cc2)cc1OCC,1,-3,0.7,-0.6,-1,-3,-6,0,-1,-2
CCCCN1C(=O)/C(=C2/C=CC=CN2C)SC1=S,1,5,-3.5,-0.8,3,20,13,1,-2,-1
CCCn1c(Nc2nc3ccccc3n2C)nc2ccccc21,-1,4,6.3,-0.1,-1,-32,23,3,-2,-8
O=C(c1ccc(-c2ccccc2)cc1)N1CCN(c2ncccn2)CC1,-2,-3,-0.6,-0.5,0,3,7,-3,4,3
CCC1(c2ccccc2)C(=O)NCNC1=O,8,5,-1.2,2.0,-4,7,-17,-1,-4,-5
O=c1cccc(-c2ccccc2)[nH]1,0,-11,-0.2,1.7,-6,1,7,2,-1,-2
CN(C)c1ccc(C(=O)N2CCCC(N3CCN(Cc4ccc5c(c4)OCO5)CC3)C2)cc1 (stereo unspecified),3,-3,-1.2,-0.7,-2,7,-6,1,-6,-5
CCc1ccc(NC(=S)N(CCN(C)C)C(C)c2ccncc2)cc1 (stereo unspecified),-1,2,-2.2,-2.0,0,11,20,-3,-3,0
COc1ccccc1NC(=O)CN1CCN(C2c3ccccc3-c3ccccc32)CC1,4,-2,-1.9,-1.2,0,8,19,5,-3,-3
O=C(NNS(=O)(=O)c1ccccc1F)c1cccc(S(=O)(=O)N2CCOCC2)c1,3,-8,-3.8,0.0,-2,20,0,-2,8,4
CCOc1cccc(CN2CCCC(N3CCc4ccccc4C3)C2)c1O (stereo unspecified),-1,-1,1.0,0.3,-3,-5,4,3,-1,4
CC(C)CC(=O)Nc1ccc2oc(-c3cccnc3)nc2c1,1,-2,-2.5,4.1,3,15,-3,1,-4,-2
Cc1ccc(S(=O)(=O)Nc2cc(C(=O)NCCN3CCCC3)ccc2N2CCCCC2)cc1,2,-2,-0.2,-3.6,-4,1,22,2,-3,-1
O=C(CNC(c1ccccc1)c1ccccc1)Nc1cc([N+](=O)[O-])ccc1Cl,4,10,5.5,-0.3,-1,-27,-9,7,21,6
CC(C)CCn1nnnc1C(C(C)C)N1CCC(C(N)=O)CC1 (stereo unspecified),8,0,2.4,1.1,-4,-15,-2,-4,-3,-7
C=CCN1CC2(c3ccccc3)CN(CC=C)CC(c3ccccc3)(C1)C2=O,-5,-7,4.0,-1.1,0,-20,12,-5,-8,4
Fc1ccc(NC(=S)Nc2ccccc2N2CCOCC2)cc1Cl,-5,-6,-2.0,0.2,3,9,12,-4,4,-4
CCOc1ccc(C(CC(=O)O)NC(=O)C(Sc2ccccc2)c2ccccc2)cc1 (stereo unspecified),·,·,·,0.3,1,·,·,-1,2,·
COc1ccc(S(=O)(=O)Nc2ccc(-n3cnnn3)cc2)cc1[N+](=O)[O-],0,-4,-4.2,0.0,0,17,-28,-1,-2,-2
O=c1cc(CN2CCC3(CC2)OCCO3)c2c(ccc3ccccc32)o1,2,4,-0.8,0.9,-6,5,-22,4,1,-4
Cc1cccc(NC(=O)c2ccc(OCC3CCCO3)cc2)c1C (stereo unspecified),-4,-9,-2.3,-1.5,4,12,1,2,-3,8
Cc1cc(C)n(C(=O)c2cc([N+](=O)[O-])cc([N+](=O)[O-])c2)n1,-5,-10,5.4,3.6,2,-26,15,6,-2,-1
Cc1ccc(C(=O)NC(C(=O)Nc2cccc(S(N)(=O)=O)c2)C(C)C)cc1 (stereo unspecified),-1,-2,-1.6,-0.4,-2,9,-26,-7,-1,3
CCOC(=O)C1=C(C)c2ccccc2N(C(=O)OC)C1(C)C(=O)OCC (stereo unspecified),2,-3,-1.8,-1.0,-4,9,-6,-1,-3,-4
CCOC(=O)C1=C(COC(=O)CCC(=O)c2ccc(C)cc2)NC(=O)NC1C (stereo unspecified),-4,-2,-4.0,-0.3,-5,16,10,-3,1,0
CCCCN(CCCNc1ncnc2nc[nH]c12)c1ccccc1,5,2,0.5,0.4,3,-3,-15,0,·,-2
COc1ccc2sc(C)[n+](C)c2c1,1,1,16,-1.2,-3,-76,-7,2,1,1
COc1ccc(C2=NN(C(=O)CSc3ncccn3)C(c3cccc(OC)c3OC)C2)cc1 (stereo unspecified),3,-4,-2.4,0.3,-4,12,-34,6,·,-2
Cc1cc(C(=O)NC2CCCN(Cc3ccccc3F)C2)n[nH]1 (stereo unspecified),-3,0,-1.5,1.3,1,8,2,2,1,0
CN1CCN(NC(=O)CN(C)S(=O)(=O)c2cc(Cl)ccc2Cl)CC1,0,-3,-2.3,-0.4,1,12,0,-1,-1,-5

# Next part.
SMILES,HTR5A ag ctr,RTF Ca sens inh,OPRM1-OPRD1 ag,LANA DNA inh,Keap1-Nrf2 PPI,OPRM1-OPRD1 inv,HTR5A inv ctr,V-ATPase pH,CAL-PDZ inh HTS,RTF Ca sens act
CC(=O)Nc1cccc([N+](=O)[O-])c1,2,1,-2.7,0.3,-2,13,-6,1,-2,6
CC(=O)c1c(COC(=O)c2ccco2)nc2ccccc2[n+]1[O-],3,-8,2.1,1.2,-3,-9,-8,-1,-2,5
COc1cccc(NC(=O)c2nnn(CCc3ccccc3)c2N)c1,-3,-6,-1.5,0.1,1,8,8,0,·,4
CN(CCC#N)c1ncnc2scc(-c3ccccc3)c12,2,-4,0.6,0.6,-1,-4,-5,1,-8,0
c1ccc2c(Nc3nncs3)c3ccccc3nc2c1,4,-1,-0.1,0.3,2,1,-10,-5,-3,2
COc1ccccc1C(C(=O)NC1CCCCC1)N(C(=O)c1csnn1)C1CC1 (stereo unspecified),8,-3,-1.0,-0.3,1,5,-22,-1,-3,2
COc1cccc(CN2CCC(n3nccc3NC(=O)C3CC3)CC2)c1,-3,-1,-1.4,-3.0,1,7,-7,5,-2,3
O=C(NCCc1ccccc1)c1ccc(OCCOc2ccccc2)cc1,5,-3,0.5,-0.7,-7,-3,-12,-1,-1,-5
C/C(CC(=O)Nc1cccc(Br)c1)=N\NC(=O)c1ccc(O)cc1O,-1,-6,-1.8,-2.4,0,8,4,-1,-1,-2
Cn1cc(Br)c(C(=O)Nc2c(F)c(F)c(F)c(F)c2F)n1,4,-10,-0.3,0.7,-4,2,14,0,-5,1
NC(=O)c1ccc(NC(=O)COC(=O)CCCc2c[nH]c3ccccc23)cc1,4,1,-1.6,-0.4,-1,8,-6,-2,·,-4
CCCN(CC1CC1)C(=S)NC(=O)c1cc(Br)ccc1Cl,-1,-11,1.4,-0.8,8,-9,-37,-6,3,-1

# In a second layout: results already given
# Order of values – HTR5A ag ctr, RTF Ca sens inh, OPRM1-OPRD1 ag, LANA DNA inh, Keap1-Nrf2 PPI, OPRM1-OPRD1 inv, HTR5A inv ctr, V-ATPase pH, CAL-PDZ inh HTS, RTF Ca sens act
> C/C(CC(=O)Nc1cccc(Br)c1)=N\NC(=O)c1ccc(O)cc1O
    -1, -6, -1.8, -2.4, 0, 8, 4, -1, -1, -2
> Cn1cc(Br)c(C(=O)Nc2c(F)c(F)c(F)c(F)c2F)n1
    4, -10, -0.3, 0.7, -4, 2, 14, 0, -5, 1
